Growth percent in the NCI-60 one-dose screen (48 h, 10 µM unless noted): 100 = growth as untreated, 0 = no growth, -100 = all killed.
OVCAR-4: OVCAR-4 ovarian cancer cells; 80,000 tested, 3.7% active
OVCAR-3: OVCAR-3 ovarian cancer | 79,000 tested, 7% active | AID 1794787
NCI-H23: NCI-H23 lung cancer; 80,000 tested, 4% active; AID 1794731
IGROV1: IGROV1 ovarian cancer | 79,000 tested, 4.7% active | AID 1794786
OVCAR-5: OVCAR-5 ovarian cancer; 82,000 tested, 2.9% active
NCI-H522: NCI-H522 lung cancer | 78,000 tested, 8% active | AID 1794739
NCI/ADR-RES: NCI/ADR-RES ovarian cells; 81,000 tested, 4.4% active; AID 1794790
OVCAR-8: OVCAR-8 ovarian cancer. AID 1794782. 81,000 tested, 4.4% active
SK-OV-3: SK-OV-3 ovarian cancer cells; 80,000 tested, 3.2% active; AID 1794785
Active calls of the source: *. Rule for the calls: active = growth percent below 10; inactive = the rest. Rows are unselected; overall some 11% were active at least once.

The first 2 entries, to show the layout:
How did Cc1ccc2oc(=O)cc(C3NNC(=S)N3)c2c1 (centres undefined) do in these assays?
OVCAR-4: 100.3; OVCAR-3: 114.7; NCI-H23: 96.4; IGROV1: 97.0; OVCAR-5: 102.5; NCI-H522: 96.5; NCI/ADR-RES: 106.6; OVCAR-8: 100.5; SK-OV-3: 103.9

How did Cc1cc(NS(=O)(=O)c2ccc(N=Nc3c(Nc4ccccc4)nn(-c4ccc(S(=O)(=O)Nc5ccncn5)cc4)c3C)cc2)no1 do in these assays?
OVCAR-4: 108.8; OVCAR-3: 107.0; NCI-H23: 102.6; IGROV1: 102.0; OVCAR-5: 89.7; NCI-H522: 84.9; NCI/ADR-RES: 97.5; OVCAR-8: 98.9; SK-OV-3: 102.0

Results, from the first entry:
How did Cc1ccc2oc(=O)cc(C3NNC(=S)N3)c2c1 (centres undefined) do in these assays?
OVCAR-4: 100.3; OVCAR-3: 114.7; NCI-H23: 96.4; IGROV1: 97.0; OVCAR-5: 102.5; NCI-H522: 96.5; NCI/ADR-RES: 106.6; OVCAR-8: 100.5; SK-OV-3: 103.9

How did Cc1cc(NS(=O)(=O)c2ccc(N=Nc3c(Nc4ccccc4)nn(-c4ccc(S(=O)(=O)Nc5ccncn5)cc4)c3C)cc2)no1 do in these assays?
OVCAR-4: 108.8; OVCAR-3: 107.0; NCI-H23: 102.6; IGROV1: 102.0; OVCAR-5: 89.7; NCI-H522: 84.9; NCI/ADR-RES: 97.5; OVCAR-8: 98.9; SK-OV-3: 102.0

How did COc1ccc([C@H]2c3[nH]c4ccccc4c3C[C@H]3C(=O)N(C4CCN(Cc5ccccc5)CC4)CC(=O)N23)c(OC)c1 do in these assays?
OVCAR-4: 81.5; OVCAR-3: 96.1; NCI-H23: 101.6; IGROV1: 68.9; OVCAR-5: 99.9; NCI-H522: 96.8; NCI/ADR-RES: 85.8; OVCAR-8: 89.1; SK-OV-3: 104.2

What do the screens show for `CNC(=O)c1cc(Oc2ccc(NC(=O)Nc3ccc(Cl)c(SC)c3)c(F)c2)ccn1`?
OVCAR-4: 16.3; OVCAR-3: 61.2; NCI-H23: 29.7; IGROV1: 56.4; OVCAR-5: 77.8; NCI-H522: 17.5; NCI/ADR-RES: 47.8; OVCAR-8: 49.9; SK-OV-3: 79.5

How did O=C(O)c1ccccc1-n1c2ccccc2c2ccccc21 do in these assays?
OVCAR-4: 85.7; OVCAR-3: 121.9; NCI-H23: 99.2; OVCAR-5: 93.8; NCI-H522: 75.3; NCI/ADR-RES: 98.6; OVCAR-8: 93.1; SK-OV-3: 103.4

How did O=c1cc(C2=NCCc3c2[nH]c2ccccc32)c2ccc3ccccc3c2o1 do in these assays?
OVCAR-4: 93.4; OVCAR-3: 97.3; NCI-H23: 82.1; IGROV1: 79.3; OVCAR-5: 127.2; NCI-H522: 76.5; NCI/ADR-RES: 96.8; OVCAR-8: 82.2; SK-OV-3: 93.0

What do the screens show for `COc1ccc(-c2nnc(SCC(=O)Nc3ccc(C(=O)/C=C/c4cc(OC)c(OC)c(OC)c4)cc3)o2)cc1OC`?
OVCAR-4: 93.4; OVCAR-3: 93.0; NCI-H23: 84.9; IGROV1: 80.2; OVCAR-5: 98.4; NCI-H522: 84.4; NCI/ADR-RES: 89.0; OVCAR-8: 96.6; SK-OV-3: 113.0

How did O=C1CCC23OC=CC2C(O)c2ccccc2N13 (centres undefined) do in these assays?
OVCAR-4: 112.5; OVCAR-3: 109.0; NCI-H23: 101.6; IGROV1: 100.5; OVCAR-5: 103.2; NCI-H522: 94.0; NCI/ADR-RES: 97.7; OVCAR-8: 109.4; SK-OV-3: 91.9

What do the screens show for `COc1ccc(-c2nc3sccn3c2-c2nc3ccccc3[nH]2)cc1`?
OVCAR-4: 98.6; OVCAR-3: 111.3; NCI-H23: 93.3; IGROV1: 94.9; OVCAR-5: 110.3; NCI-H522: 95.1; NCI/ADR-RES: 97.5; OVCAR-8: 94.0; SK-OV-3: 104.0

How did CC(=O)C(/C=N\C(N)=S)=C(\C)O do in these assays?
OVCAR-4: 106.1; OVCAR-3: 103.3; NCI-H23: 96.7; IGROV1: 106.3; OVCAR-5: 98.1; NCI-H522: 83.7; NCI/ADR-RES: 98.5; OVCAR-8: 111.0; SK-OV-3: 108.0

What do the screens show for `c1ccc2c([C@H]3C[C@H](c4c[nH]c5ccccc45)c4[nH]c5ccccc5c43)c[nH]c2c1`?
OVCAR-4: 75.8; OVCAR-3: 84.9; NCI-H23: 82.2; IGROV1: 70.7; OVCAR-5: 100.3; NCI-H522: 92.5; NCI/ADR-RES: 87.5; OVCAR-8: 96.7; SK-OV-3: 85.3

What do the screens show for `Clc1ccc(-n2ncc3c(Nc4ccc(OCc5ccccc5)cc4)ncnc32)cc1`?
OVCAR-4: 80.6; OVCAR-3: 101.5; NCI-H23: 92.7; IGROV1: 102.0; OVCAR-5: 92.8; NCI/ADR-RES: 94.6; OVCAR-8: 97.9; SK-OV-3: 99.7

What do the screens show for `Nc1ccc(C(=O)OCc2ccccc2)cc1`?
OVCAR-4: 111.4; OVCAR-3: 101.8; NCI-H23: 100.9; IGROV1: 101.7; OVCAR-5: 99.5; NCI-H522: 94.8; NCI/ADR-RES: 98.3; OVCAR-8: 94.0; SK-OV-3: 97.9

How did Cc1c(C(=O)/C=C/c2cc3ccccc3n3nnnc23)nnn1-c1ccc([N+](=O)[O-])cc1 do in these assays?
OVCAR-4: 105.1; OVCAR-3: 112.8; NCI-H23: 101.5; IGROV1: 110.6; OVCAR-5: 109.9; NCI-H522: 96.7; NCI/ADR-RES: 105.7; OVCAR-8: 102.8; SK-OV-3: 97.7

What do the screens show for `Cc1nnc(Cc2ccco2)c2n[nH]c(C)c12`?
OVCAR-4: 102.0; OVCAR-3: 106.0; NCI-H23: 101.5; IGROV1: 90.0; OVCAR-5: 109.9; NCI-H522: 93.8; OVCAR-8: 101.3; SK-OV-3: 107.0

How did CCCCCCCCCCNCCSS(=O)(=O)O do in these assays?
OVCAR-4: 102.4; OVCAR-3: 72.3; NCI-H23: 86.2; IGROV1: 91.2; OVCAR-5: 103.3; NCI/ADR-RES: 83.7; OVCAR-8: 65.9; SK-OV-3: 84.8

What do the screens show for `CSCCC(NC(=O)c1ccccc1)C(=O)N/N=C1\S/C(=C/c2ccc(Cl)cc2)C(=O)N1Cc1ccccc1` (centres undefined)?
OVCAR-4: 48.8; OVCAR-3: 112.1; NCI-H23: 95.7; IGROV1: 110.2; OVCAR-5: 88.7; NCI-H522: 85.0; NCI/ADR-RES: 96.0; OVCAR-8: 68.2; SK-OV-3: 94.8

What do the screens show for `O=C(Cn1cnc2c(cc(-c3ccccc3)n2-c2ccncc2)c1=O)Nc1ccc(F)cc1`?
OVCAR-3: 110.0; NCI-H23: 111.2; IGROV1: 99.5; OVCAR-5: 100.7; NCI-H522: 94.6; NCI/ADR-RES: 106.8; OVCAR-8: 119.8; SK-OV-3: 109.6

Results for O=C(O)c1ccc(-c2nn(-c3ccc(C(F)(F)F)cc3)cc2CNc2cccc(F)c2)cc1 ?
OVCAR-4: 107.5; OVCAR-3: 101.2; NCI-H23: 97.9; IGROV1: 109.4; OVCAR-5: 112.3; NCI-H522: 88.2; NCI/ADR-RES: 97.9; OVCAR-8: 88.4; SK-OV-3: 145.8

Results for CCOC(=O)c1nnn(Cc2cc(=O)oc3ccc(O)cc23)c1C ?
OVCAR-4: 108.5; OVCAR-3: 107.1; NCI-H23: 100.8; IGROV1: 105.8; OVCAR-5: 101.4; NCI-H522: 97.1; NCI/ADR-RES: 108.1; OVCAR-8: 107.0; SK-OV-3: 105.0

What do the screens show for `CN1CCN(c2ccc(C(=O)/C=C/c3cc(C(F)(F)F)cc(C(F)(F)F)c3)cc2)CC1`?
OVCAR-4: -23.8*; OVCAR-3: -54.4*; NCI-H23: -66.2*; IGROV1: -36.6*; OVCAR-5: -95.8*; NCI-H522: -69.6*; NCI/ADR-RES: -39.3*; OVCAR-8: -93.4*; SK-OV-3: -89.5*

How did O=[N+]([O-])c1cc2ccccc2c(O)c1O do in these assays?
OVCAR-4: 100.9; OVCAR-3: 109.1; NCI-H23: 95.4; IGROV1: 97.6; OVCAR-5: 127.8; NCI-H522: 84.9; OVCAR-8: 105.7; SK-OV-3: 97.1

How did CCCCN(C1CCN(Cc2ccc(F)cc2)CC1)S(=O)(=O)N[C@@H](C(=O)OC)C(C)C do in these assays?
OVCAR-4: 96.7; OVCAR-3: 101.2; IGROV1: 95.6; OVCAR-5: 96.4; NCI-H522: 90.4; NCI/ADR-RES: 94.0; OVCAR-8: 96.9; SK-OV-3: 106.5

Results for CCCCCCCC/C=C\CCCCCCCCOc1cccc(CC(=O)NCC[N+]2(C)CCOCC2)c1 ?
OVCAR-4: 90.3; OVCAR-3: 98.7; NCI-H23: 90.4; IGROV1: 0.5*; OVCAR-5: 65.5; NCI-H522: 77.0; NCI/ADR-RES: 111.9; OVCAR-8: 93.8

What do the screens show for `O=C(Nc1cccc2c1C(=O)c1ccc(Nc3cc(NC(=O)c4ccccc4)c4c(c3)C(=O)c3ccccc3C4=O)cc1C2=O)c1ccccc1`?
OVCAR-4: 100.9; OVCAR-3: 106.7; NCI-H23: 99.9; IGROV1: 88.8; OVCAR-5: 92.0; NCI/ADR-RES: 103.7; OVCAR-8: 101.1; SK-OV-3: 106.8

How did Cc1ccc2nc(NC(=O)CSc3nc(Cl)c(C#N)c(-c4ccccc4)n3)sc2c1 do in these assays?
OVCAR-4: 104.5; OVCAR-3: 107.0; NCI-H23: 97.9; IGROV1: 93.3; OVCAR-5: 103.7; NCI-H522: 86.9; NCI/ADR-RES: 102.2; OVCAR-8: 98.3; SK-OV-3: 95.7

Results for COc1ccccc1NC(=O)C1CCC(=O)N1c1ccc(C)cc1 (centres undefined) ?
OVCAR-4: 106.1; OVCAR-3: 108.5; NCI-H23: 100.7; IGROV1: 99.5; OVCAR-5: 96.0; NCI-H522: 86.8; NCI/ADR-RES: 100.8; OVCAR-8: 102.0; SK-OV-3: 97.4

Results for Cc1nc(-c2cc3ccccc3oc2=O)ccc1C(=O)/C=C/c1c[nH]c2ccccc12 ?
OVCAR-4: 102.9; OVCAR-3: 108.2; IGROV1: 102.9; OVCAR-5: 103.6; NCI-H522: 99.0; NCI/ADR-RES: 106.4; OVCAR-8: 104.5; SK-OV-3: 122.0

What do the screens show for `OCC1(CO)COC2(CCCCC2)N1`?
OVCAR-4: 100.9; OVCAR-3: 103.7; NCI-H23: 98.8; IGROV1: 101.3; OVCAR-5: 105.8; NCI-H522: 86.8; NCI/ADR-RES: 101.7; OVCAR-8: 100.3; SK-OV-3: 98.0

Results for COc1ccc(/C=C/C(=O)Oc2cc(C)c3sc(=O)[nH]c3n2)cc1 ?
OVCAR-4: 96.8; OVCAR-3: 107.0; NCI-H23: 98.7; IGROV1: 101.7; OVCAR-5: 97.9; NCI-H522: 96.1; NCI/ADR-RES: 107.4; OVCAR-8: 102.2; SK-OV-3: 103.1

2 compounds drawn at random from the list so far, as already listed:
Results for CCCCCCCC/C=C\CCCCCCCCOc1cccc(CC(=O)NCC[N+]2(C)CCOCC2)c1 ?
OVCAR-4: 90.3; OVCAR-3: 98.7; NCI-H23: 90.4; IGROV1: 0.5*; OVCAR-5: 65.5; NCI-H522: 77.0; NCI/ADR-RES: 111.9; OVCAR-8: 93.8

How did O=[N+]([O-])c1cc2ccccc2c(O)c1O do in these assays?
OVCAR-4: 100.9; OVCAR-3: 109.1; NCI-H23: 95.4; IGROV1: 97.6; OVCAR-5: 127.8; NCI-H522: 84.9; OVCAR-8: 105.7; SK-OV-3: 97.1

Next part.
What do the screens show for `O=c1oc2ccc(Cl)cc2cc1-c1nn(-c2ccccc2)cc1-c1nn[nH]n1`?
OVCAR-4: 105.1; OVCAR-3: 109.0; NCI-H23: 95.8; IGROV1: 94.3; OVCAR-5: 97.6; NCI-H522: 99.0; NCI/ADR-RES: 111.0; OVCAR-8: 96.7; SK-OV-3: 97.1

What do the screens show for `CC(=O)c1c(C)nc(SCC(=O)Nc2ccc(F)cc2)n1-c1ccc(Cl)cc1`?
OVCAR-4: 104.3; OVCAR-3: 114.9; NCI-H23: 82.4; IGROV1: 93.6; OVCAR-5: 103.6; NCI-H522: 84.8; NCI/ADR-RES: 83.9; OVCAR-8: 94.5

What do the screens show for `C=CC1(C)C(O[Si](C)(C)C(C)(C)C)CC2C3OC(=O)NC31c1cccc3c1[C@H](C(=O)N3C)C2(C)C` (some centres undefined)?
OVCAR-4: 55.1; OVCAR-3: 52.7; NCI-H23: 59.7; IGROV1: 80.9; OVCAR-5: 75.8; NCI-H522: 44.1; NCI/ADR-RES: 60.5; OVCAR-8: 55.1; SK-OV-3: 86.6

Results for O=C(Oc1ccccc1-c1ccccc1)c1ccccc1 ?
OVCAR-4: 124.5; OVCAR-3: 107.3; NCI-H23: 93.6; IGROV1: 96.0; OVCAR-5: 94.0; NCI-H522: 82.5; NCI/ADR-RES: 99.2; OVCAR-8: 103.2; SK-OV-3: 107.2

Results for CCOC(=O)C1CN(Cc2ccccc2)CCC1=O (centres undefined) ?
OVCAR-4: 115.6; OVCAR-3: 115.3; NCI-H23: 110.8; IGROV1: 109.3; OVCAR-5: 98.8; NCI-H522: 93.4; NCI/ADR-RES: 96.2; OVCAR-8: 110.3; SK-OV-3: 91.1

Results for [O-]/[N+](=C\c1ccc(-n2cc(Cc3ccccc3Cc3cn(-c4ccc(/C=[N+](/[O-])c5ccccc5)cc4)nn3)nn2)cc1)c1ccccc1 ?
OVCAR-4: 99.3; OVCAR-3: 101.8; NCI-H23: 94.7; IGROV1: 95.4; OVCAR-5: 112.2; NCI-H522: 97.0; NCI/ADR-RES: 97.6; OVCAR-8: 103.3; SK-OV-3: 105.5
